Screening data (PubChem)
PERK inh = blocks human PERK kinase; Q9NZJ5; CHO PERK-DD fusion, SEAP luminescence translation reporter; inhibition, % at 5.6 µM; 0.17% of 220,000 active;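 active = inhibition above the mean inhibition of all tested compounds plus 3 SD, set separately per screening campaign, cut at about 2.9% in these data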;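 note: PERK kinase domain activated by AP20187 dimerizer at 100 nM; 0% = DMSO with dimerizer and 100% = rapamycin at 8.4 µM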
thrombin 1536 = blocks human thrombin protease activity. P00734. alpha-thrombin, Boc-VPR-AMC fluorogenic substrate cleavage. inhibition, % at 5 µM. 0.26% of 220,000 active;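 active = inhibition at or above 40%; inactive = inhibition below 40%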;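 note: 0% = enzyme with no compound and 100% = wells without enzyme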
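System: human alpha-thrombin protein; Compound dosing: one concentration per compound, 5 µM, with 0.2% DMSO; Timing: reaction at room temperature; Technique: AMC fluorescence, 355/460 nm; Controls: enzyme without compound as high, wells lacking enzyme as low.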
Wee1 degr inh = inhibitors of human Wee1 degradation; HeLa Luc-Wee1K328M stability, luciferase luminescence; 100% = proteasome inhibitor MG132 effect; reporter increase, % at 5 µM; 1.2% of 220,000 active; AID 1321;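 active = activation above the mean of all tested compounds plus 3 SD, set per screening run, cut at about 8.8% in these data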;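 note: cells exposed to compound for 20 h before luminescence read; 0% = DMSO alone and 100% = MG132 at 30 µM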
FXIa inh = blocks human coagulation factor XIa protease activity. purified FXIa, Boc-Glu-Ala-Arg-AMC fluorogenic substrate. AID 798. inhibition, % at 5 µM. 0.14% of 220,000 active. P03951;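 active = inhibition of at least 40%; inactive = inhibition below 40%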;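 note: fluorescence of freed AMC excited at 355 nm; 0% = enzyme without compound and 100% = no enzyme blank; many of its hits are not listed in these tables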
Furin inhibitor = inhibitors of human furin. inhibition, % at 30 µM. 0.061% of 220,000 active. AID 463115. purified furin, fluorogenic substrate cleavage. P09958; in the data active = inhibition above about 25%; note: inactives centre near -15
p97 ATPase inh = inhibitors of human p97 ATPase; inhibition, % at 8 µM; AID 1481; recombinant p97 ATPase, Kinase-Glo ATP luminescence, 3 h; 0.42% of 220,000 active; in the data active = inhibition above about 15%;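 note: 0% = DMSO vehicle and 100% = wells lacking enzyme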
FXIIa inh = blocks human coagulation factor XIIa protease activity. P00748. purified FXIIa, Boc-QGR-AMC fluorogenic substrate, 2 h. inhibition, % at 5 µM. 0.3% of 220,000 active. AID 800; in the data active = inhibition above about 40%;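 note: 0% = enzyme with no compound and 100% = blank without enzyme; many of its hits are not listed in these tables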
Target sequence (P00748 20-372 limits assumed): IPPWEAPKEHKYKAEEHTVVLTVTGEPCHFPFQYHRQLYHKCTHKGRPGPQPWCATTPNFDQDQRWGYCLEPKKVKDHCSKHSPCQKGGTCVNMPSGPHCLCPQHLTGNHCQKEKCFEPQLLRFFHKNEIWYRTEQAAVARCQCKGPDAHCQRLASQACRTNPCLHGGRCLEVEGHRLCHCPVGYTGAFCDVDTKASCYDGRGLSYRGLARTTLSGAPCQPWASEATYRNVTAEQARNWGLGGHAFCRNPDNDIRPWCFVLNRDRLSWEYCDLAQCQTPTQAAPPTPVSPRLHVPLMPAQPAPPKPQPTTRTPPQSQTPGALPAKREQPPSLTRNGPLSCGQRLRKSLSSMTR
Target sequence (P00748 373-615 limits assumed): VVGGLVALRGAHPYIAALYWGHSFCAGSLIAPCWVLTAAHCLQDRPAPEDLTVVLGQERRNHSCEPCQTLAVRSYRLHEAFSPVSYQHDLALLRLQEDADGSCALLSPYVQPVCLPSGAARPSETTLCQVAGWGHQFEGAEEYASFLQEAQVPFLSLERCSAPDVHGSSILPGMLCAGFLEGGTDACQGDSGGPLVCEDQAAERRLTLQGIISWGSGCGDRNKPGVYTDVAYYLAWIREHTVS
KCC2 mod = KCC2 (human) Cl- transport modulation; Q9H2X9; KCC2 cells, thallium flux FluoZin-2 fluorescence; B-score of Tl+ flux slope (higher = more flux/activation; lower = inhibition) at 10 µM; 2.2% of 190,000 active; AID 1456;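 active = thallium flux slope and its plate-corrected score both differing from the plate sample mean at a set confidence after two filtering rounds, in either direction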;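 note: slope of fluorescence scaled to starting intensity during 10 to 20 s after thallium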
hK5 inh = blocks human kallikrein 5 protease activity | recombinant hK5, fluorogenic AMC substrate cleavage | 0.59% of 210,000 active | AID 873 | Q9Y337 | inhibition, % at 5 µM;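 active = inhibition of 40% or more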;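 note: 0% = enzyme controls without compound and 100% = no-enzyme blanks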
Target sequence (Q9Y337 67-293 limits assumed): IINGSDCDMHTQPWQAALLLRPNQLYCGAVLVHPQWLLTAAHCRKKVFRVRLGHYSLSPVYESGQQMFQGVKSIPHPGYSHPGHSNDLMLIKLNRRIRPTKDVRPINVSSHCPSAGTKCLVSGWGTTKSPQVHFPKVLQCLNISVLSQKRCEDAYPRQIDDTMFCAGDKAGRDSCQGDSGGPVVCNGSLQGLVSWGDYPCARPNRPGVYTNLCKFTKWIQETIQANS
An asterisk follows results filed as active; . = not tested or not shown; [ ] = dose if it differs, or a comment.

SMILES | PERK inh | thrombin 1536 | Wee1 degr inh | FXIa inh | Furin inhibitor | p97 ATPase inh | FXIIa inh | KCC2 mod | hK5 inh
O=c1[nH]c(CSc2nnc(COc3ccccc3)n2-c2ccccc2)nc2ccccc12 | -0.7 | 0.3 | 1.5 | -0.3 | -13.4[20 µM] | 2.3 | 11.5 | -0.17 | -9.2
CN(C)S(=O)(=O)c1cccc(C(=O)NC(=S)N(CCC#N)Cc2cccnc2)c1 | 1.9 | 0.8 | -1.8 | -5.9 | -24.8 | 2.4 | 0.7 | -0.0455 | -13.6
Cc1ccc2c(c1)cc(CN(Cc1ccc3c(c1)OCO3)S(=O)(=O)c1ccccc1)c1nnnn12 | -0.5 | -4.5 | 1.1 | 6.3 | 0.1 | 5.8 | 11.0 | 0.288 | -2.5
O=C(CC(=O)N/N=C\c1cccc(Cl)c1Cl)NCc1ccccc1 | 0.7 | -8.6 | 0.1 | 4.9 | -19.8 | 5.9 | 17.2 | -0.132 | -19.8
COc1ccc2[nH]c(C(=O)O)c(CCNC(C)=O)c2c1 | 0.7 | 0.9 | -0.8 | 3.9 | -17.9 | -2.4 | 12.2 | -0.724 | 3.2
N/C(=N\OC(=O)c1cc(-c2ccccc2)nc2ccccc12)c1cccnc1 | 0.4 | -2.5 | -1.1 | -3.1 | -8.1 | -2.2 | 5.8 | 0.0335 | -9.1
COCC(=O)Nc1ccc(C(N)=O)cc1 | 1.6 | 0.1 | 2.5 | 20.3 | -4.7 | -6.4 | 23.2 | . | -12.9
Cc1cc(=O)n2c(C(=O)Nc3ccc(C(=O)OC(C)C)cc3)c(C(=O)Nc3ccccc3)sc2n1 | 0.1 | -6.4 | -1.4 | -2.0 | -18.8 | -2.9 | 10.3 | -0.23 | -0.2
O=C(Nc1ccc(Br)cc1)c1cccc(N2C(=O)C3C4CCC(C4)C3C2=O)c1 (stereo unspecified) | 0.3 | -2.1 | -2.7 | 4.6 | -17.4 | -0.2 | 5.9 | 0.914 | -13.4
O=C(NC1CCCc2ccccc21)C1CCN(S(=O)(=O)c2cccc3nonc23)CC1 (stereo unspecified) | 0.3 | -13.3 | -1.2 | -5.9 | -24.6[20 µM] | 4.2 | -0.5 | 1.24 | -21.8
CCCN(CCC)C1=N/C(=C\c2ccco2)C(=O)N1c1ccccc1 | -0.2 | 0.0 | -1.0 | 5.1 | 7.0[20 µM] | 4.5 | 11.6 | -0.288 | -16.1
CC1(OC(=O)CCc2ccccc2)C(=O)C=C2C=C3CCCN3C=C2C1=O (stereo unspecified) | . | -2.1 | . | -0.6 | -8.3 | . | 11.3 | 0.34 | 4.0
COCC(C)n1c(SCC(=O)c2cc(C)n(C)c2C)nc2ccccc2c1=O (stereo unspecified) | 0.5 | -9.5 | 3.8 | -4.5 | -23.7 | 0.8 | . | -1.58 | -1.2
CC(=O)Nc1ccc(C2=NN(c3ccccc3)C(c3cccs3)C2)cc1 (stereo unspecified) | 1.2 | -50.8 | -1.8 | -50.3 | -22.9 | -2.5 | -57.3 | 0.376 | -65.2
CN(C)S(=O)(=O)c1ccc(-n2cccc2)cc1 | 0.8 | -0.9 | -1.9 | 1.4 | -16.4 | 4.6 | 9.3 | 0.105 | -0.2
O=C(Cn1[nH]c(=O)c2ccccc2c1=O)OCC(=O)N1CCCc2ccccc21 | 0.6 | 3.5 | -3.3 | 6.2 | -20.6[20 µM] | 2.0 | 21.5 | -0.849 | -11.1
O=C(OCCC1Oc2cccnc2NC1=O)c1ccc(F)cc1 (stereo unspecified) | 0.8 | -1.9 | 2.1 | -8.7 | -15.9 | -0.7 | -11.2 | -0.0471 | -26.6
COc1ccccc1NC(=O)C(=O)/C=C(\O)c1ccccc1 | 1.1 | -2.7 | 0.5 | 3.1 | -14.4 | 3.1 | 8.5 | 72.6* | 1.8
CCC1CCCCN1CCNC(=O)CNS(=O)(=O)c1ccc2nc(C)sc2c1 (stereo unspecified) | 0.7 | 5.5 | -0.6 | 6.8 | -18.4 | -1.3 | 19.3 | . | -4.0
CCOC(=O)N1CCN(S(=O)(=O)c2ccc3c(c2)SCC(=O)N3)CC1 | 0.5 | 0.8 | 1.2 | -0.8 | -23.8 | 1.2 | -3.2 | . | -5.3
CN(C)C(=O)C1(c2ccccc2)CCN(S(=O)(=O)c2ccccc2)CC1 | 0.0 | -3.4 | -1.0 | 4.0 | -14.6[20 µM] | -0.8 | 11.6 | 0.745 | -16.8
CCOCCCNC(=O)C(NC(=O)CNC(C)=O)c1ccc(Cl)cc1 (stereo unspecified) | 1.2 | -5.0 | -0.5 | -2.3 | -11.9 | 1.1 | 8.0 | . | -3.2
CCc1cccc(NC(=O)CCS(=O)(=O)c2cccc3nonc23)c1 | 0.2 | -3.7 | 0.9 | 1.5 | -23.4 | 5.6 | -8.3 | -0.226 | -4.2
COc1cc(OC)cc(C(=O)NCC(=O)OCC(=O)N2CCc3ccccc32)c1 | 0.0 | -13.3 | 2.1 | -5.1 | -13.4 | -3.1 | 5.3 | . | -3.0
CC1CC(C)CN(S(=O)(=O)c2ccc(C(=O)NN3CCOCC3)cc2)C1 (stereo unspecified) | 0.6 | -4.7 | -4.1 | -6.8 | -20.2 | -5.0 | 1.4 | -0.796 | -6.7

Given as tab-separated lines: part of the list above.
mol	PERK inh	thrombin 1536	Wee1 degr inh	FXIa inh	Furin inhibitor	p97 ATPase inh	FXIIa inh	KCC2 mod	hK5 inh
CN(C)S(=O)(=O)c1cccc(C(=O)NC(=S)N(CCC#N)Cc2cccnc2)c1	1.9	0.8	-1.8	-5.9	-24.8	2.4	0.7	-0.0455	-13.6
Cc1ccc2c(c1)cc(CN(Cc1ccc3c(c1)OCO3)S(=O)(=O)c1ccccc1)c1nnnn12	-0.5	-4.5	1.1	6.3	0.1	5.8	11.0	0.288	-2.5

Continuation:
SMILES | PERK inh | thrombin 1536 | Wee1 degr inh | FXIa inh | Furin inhibitor | p97 ATPase inh | FXIIa inh | KCC2 mod | hK5 inh
CCOc1ccc(NC(=O)C2CCCN(S(=O)(=O)c3cccc4nsnc34)C2)cc1 (stereo unspecified) | -0.5 | -2.4 | -1.2 | 1.2 | -18.3[20 µM] | 3.1 | 12.8 | . | -15.8
CC(C)OCCCNC(=O)c1ccc(Br)cc1 | 1.2 | -4.9 | 2.6 | -6.3 | -11.8[20 µM] | 0.9 | 2.1 | 0.636 | 27.5
CC(C)Cc1ccc(/C=C/C(=O)N2CCOCC2)cc1 | 0.2 | -2.4 | 0.3 | -2.1 | -16.0 | -0.4 | 10.7 | -1.12 | 1.8
O=C(O)c1cccc(NC(=O)c2cccc(NC(=O)C3CCCO3)c2)c1 (stereo unspecified) | 1.3 | -3.0 | -3.9 | -5.7 | -19.6[20 µM] | 3.5 | -14.1 | 0.0104 | 4.2
O=C(Nc1ncnc2sc3c(c12)CCC3)c1ccco1 | 0.1 | -0.1 | 4.4 | 6.9 | -9.6[20 µM] | 6.0 | 11.2 | . | -16.7
COc1ccc(S(=O)(=O)O/N=C2\CCCc3ccccc32)cc1 | -0.3 | -0.5 | 1.5 | 5.5 | -12.9[20 µM] | 17.6* | -10.8 | 0.65 | -10.2
O=C(COC(=O)c1ccco1)Nc1ccc2c(c1)OCO2 | 1.3 | 0.7 | -4.0 | 15.5 | -15.9 | 5.0 | 24.5 | 0.825 | -4.5
Cc1cccc(CSc2ccc(-c3ccco3)nn2)c1 | 0.9 | -4.3 | 4.2 | 3.4 | -18.6 | 5.0 | 14.8 | -1.68 | -4.5
COc1ccc(CCNC2CC(=O)N(N(C)C)C2=O)cc1OC (stereo unspecified) | 0.8 | 1.2 | -2.4 | -1.2 | -14.7 | 0.1 | 5.8 | 1.2 | 1.5
CCc1cc2c(=O)c(-c3cnn(-c4ccccc4)c3)c(C)oc2cc1OCC(=O)Nc1ccc(F)c(F)c1 | 0.3 | -10.8 | -2.5 | 3.0 | -4.9 | 3.3 | -0.2 | 0.751 | -22.8
Cc1ccccc1NC(=O)Nc1nnc(CC(=O)NCc2ccccc2)s1 | 0.2 | -2.5 | 0.4 | 7.2 | -5.6 | 0.7 | 6.3 | -0.0723 | -7.2
CSCc1nc2sc(C(=O)Nc3nc(C)cs3)c(C)c2c(=O)[nH]1 | 0.2 | . | 4.1 | 3.0 | -4.9 | 8.1 | 4.8 | -0.081 | -1.1
CC(C)NC(=S)Nc1ccc(Oc2ccccc2)cc1 | 0.5 | 0.2 | -1.2 | -1.8 | -16.2 | -2.8 | 9.0 | -1.55 | -1.9
O=C(CSc1nnc(CNc2ccc(F)cc2)n1Cc1ccccc1)N1CCOCC1 | 0.6 | -1.5 | -1.7 | 8.3 | -21.3 | 0.0 | 13.6 | . | 1.3
COC(=O)c1nn(-c2ccccc2)c(Sc2ccc(Cl)cc2)c1/C=N/O | -0.8 | -4.9 | 3.1 | 0.0 | -4.7 | -5.0 | 8.8 | . | 4.8
CCn1c(SCC(=O)C(C)(C)C)nnc1-c1cccnc1 | -0.5 | -7.2 | 0.2 | 23.0 | -21.5[20 µM] | -2.4 | 21.5 | . | -16.7
CCN(CC)S(=O)(=O)c1ccc(NC2c3ncccc3C(=O)N2Cc2ccccc2)cc1 (stereo unspecified) | -1.0 | 1.4 | 3.7 | -2.2 | -14.0 | 0.2 | -4.7 | . | 8.3
CC(C)C[C@H](NC(=O)c1nc[nH]c1C(=O)N(C)Cc1ccccc1)C(=O)OC(C)(C)C | -0.2 | -5.7 | 1.6 | -2.5 | -17.4 | -3.3 | 7.2 | -1.3 | -1.7
CSCCC1NC(=O)N(CC(=O)N2N=C(c3ccc(Cl)cc3)CC2c2ccco2)C1=O (stereo unspecified) | -0.6 | -4.9 | 1.9 | 9.8 | -15.7 | 1.5 | 8.0 | 0.0186 | -1.5
CCOC(=O)c1cn(-c2ccccc2)nc1-c1cccnc1 | -0.2 | 5.7 | 1.7 | 2.4 | -14.6 | -5.0 | 17.6 | 0.402 | 4.3
O=C(C1CCCO1)N1N=C(c2ccc(Br)cc2)CC1c1ccco1 (stereo unspecified) | -0.3 | -1.9 | -1.4 | 5.5 | -8.7 | 0.5 | 6.4 | -0.623 | -27.4
Cc1ccc2c(c1)/C(=N/N1C(=O)c3ccccc3C1=O)C(=O)N2 | 0.4 | -7.5 | 7.2 | -1.0 | -19.8 | 1.2 | 3.8 | 0.136 | -11.3
O=C(NNc1nc2ccccc2s1)c1ccc(F)cc1 | -0.2 | 4.9 | 0.9 | 5.6 | -6.0 | 0.1 | 8.8 | 0.74 | -13.8
COc1ccc(NC2(c3ccc(Cl)cc3)C(=O)c3ccccc3C2=O)cc1 | 0.6 | -1.9 | 0.2 | -0.4 | -9.6[20 µM] | -1.8 | 7.0 | -0.3 | 4.7
Cc1ccccc1OCC(=O)Nc1ccc(NC(=O)c2ccco2)cc1 | 0.9 | 2.1 | 2.2 | 1.2 | -11.6 | 0.5 | 7.5 | -0.856 | -2.4
COc1ccccc1-c1nnc2sc(COc3ccc(Cl)cc3Cl)nn12 | 1.3 | -5.0 | -2.1 | 0.8 | -21.6 | 3.5 | 2.9 | 0.989 | 1.1
Cc1ccc(C)c(N2CCN(S(=O)(=O)c3ccc4c(c3)OCCO4)CC2)c1 | 0.1 | 1.3 | 2.3 | 2.6 | -22.2[20 µM] | -3.6 | 18.1 | -0.414 | -5.7

Individual results from above:
hK5 inh result of `O=C(Nc1ncnc2sc3c(c12)CCC3)c1ccco1` : -16.7
FXIa inh result of `Cc1ccc(C)c(N2CCN(S(=O)(=O)c3ccc4c(c3)OCCO4)CC2)c1` : 2.6
hK5 inh result of `O=C(C1CCCO1)N1N=C(c2ccc(Br)cc2)CC1c1ccco1` (stereo unspecified) : -27.4
